Compound activity from PubChem.
NR3A LBD binder – modulates the human NR3A ligand-binding domain; NR3A LBD differential scanning fluorimetry, Tm shift; 0% = protein alone, 100% = glycine-bound protein; Tm shift relative to glycine control, % at 25 µM; hit rate 2.5% among 340,000; AID 1259313;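 active means melting temperature shift of at least 10% of the positive control shift, at one fixed dose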
mIAP block – mouse IAP inhibition | purified mouse IAP, CDP-Star luminescence, 30 min | inhibition, % at 10 µM | hit rate 0.2% among 330,000;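 active means inhibition of at least 40% at 10 µM in the primary screen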;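 further: plate controls were DMSO with enzyme for no effect and no enzyme wells for full effect; values of inactives mirror those of a sister screen read the other way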
APOBEC3G inh – blocks human APOBEC3G single-stranded DNA deamination; hit rate 0.28% among 330,000; Q9HC16; recombinant A3G, ssDNA deamination FAM/TAMRA fluorescence; inhibition, % at 20 µM;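 active means inhibition of at least 40% at 20 µM, with no more than 30% in the related APOBEC3A deaminase screen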;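 further: plate controls were DMSO wells with A3G for no effect and wells lacking A3G enzyme for full effect; some compounds called inactive have numbers as strong as hits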
Target sequence (Q9HC16 whole entry, looked up): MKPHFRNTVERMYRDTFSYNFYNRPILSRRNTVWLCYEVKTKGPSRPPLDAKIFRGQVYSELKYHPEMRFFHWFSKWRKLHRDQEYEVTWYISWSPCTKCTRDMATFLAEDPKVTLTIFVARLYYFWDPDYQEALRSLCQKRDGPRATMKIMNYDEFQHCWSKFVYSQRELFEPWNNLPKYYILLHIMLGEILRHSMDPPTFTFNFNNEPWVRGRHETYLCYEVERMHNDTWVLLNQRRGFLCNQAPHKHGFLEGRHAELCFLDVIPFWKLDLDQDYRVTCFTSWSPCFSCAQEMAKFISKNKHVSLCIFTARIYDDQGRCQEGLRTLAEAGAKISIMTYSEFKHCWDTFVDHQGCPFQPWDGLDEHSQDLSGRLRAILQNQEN
beta cell repl – inducers of beta-cell replication in MIN6 cells; MIN6 cells proliferation, ATPlite luminescence, 48 h; cells starved in 0.2% serum; 100% = growth in 10% serum; AID 2380; hit rate 0.29% among 330,000; proliferation, % at 10 µM;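 active means compounds whose signal lies at least 3.5 SD above the mean of all wells on their plate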;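 further: 0% = DMSO-treated cells in low-serum medium and 100% = 10% serum control; some compounds called inactive have numbers as strong as hits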
hIAP act – increases human intestinal alkaline phosphatase activity. P09923. purified human IAP, CDP-Star luminescence, 30 min; stronger effect = higher value; 1 = vehicle-only enzyme, 0 = enzyme-free background. activation factor at 10 µM. hit rate 0.16% among 330,000. AID 2524;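 active means activation factor of the enzyme at least 2-fold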; further: the source names both 10 and 20 µM as test concentration; values of inactives mirror those of a sister screen read the other way
Target sequence (P09923 whole entry, looked up): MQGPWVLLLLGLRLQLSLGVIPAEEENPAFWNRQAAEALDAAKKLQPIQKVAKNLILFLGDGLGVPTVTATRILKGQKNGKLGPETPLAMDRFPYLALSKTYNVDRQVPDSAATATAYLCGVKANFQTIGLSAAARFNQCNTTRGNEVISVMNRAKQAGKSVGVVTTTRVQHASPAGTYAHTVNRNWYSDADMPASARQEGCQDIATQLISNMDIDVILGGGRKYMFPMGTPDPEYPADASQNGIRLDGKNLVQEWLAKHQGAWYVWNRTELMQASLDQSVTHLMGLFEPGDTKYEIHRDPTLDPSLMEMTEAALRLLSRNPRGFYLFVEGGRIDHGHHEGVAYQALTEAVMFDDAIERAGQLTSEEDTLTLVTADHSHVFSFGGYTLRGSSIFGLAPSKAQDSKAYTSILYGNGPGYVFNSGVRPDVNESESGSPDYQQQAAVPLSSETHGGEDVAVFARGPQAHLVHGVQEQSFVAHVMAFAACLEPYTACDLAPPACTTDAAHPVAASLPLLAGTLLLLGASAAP
MPTP inh – inhibitors of mitochondrial permeability transition pore. AID 602449. isolated mouse mitochondria, Ca2+ swelling absorbance, 30 min. hit rate 1.4% among 360,000. inhibition, % at 10 µM;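 active means inhibition of 50% or more, scaled per plate between neutral and stimulator controls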;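 further: 0% = DMSO wells given calcium and 100% = 1 mM EGTA wells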
A3A deaminase – human APOBEC3A DNA deaminase inhibition. inhibition, % at 20 µM. recombinant A3A, FAM/TAMRA ssDNA deamination fluorescence. P31941. hit rate 0.41% among 330,000. AID 493011;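 active means at least 40% inhibition at 20 µM here, with at most 30% in a related deaminase screen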;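 further: plate controls were A3A with DMSO for no effect and wells lacking A3A enzyme for full effect; some results filed as inactive read as strong as hits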
Target sequence (P31941 whole entry, looked up): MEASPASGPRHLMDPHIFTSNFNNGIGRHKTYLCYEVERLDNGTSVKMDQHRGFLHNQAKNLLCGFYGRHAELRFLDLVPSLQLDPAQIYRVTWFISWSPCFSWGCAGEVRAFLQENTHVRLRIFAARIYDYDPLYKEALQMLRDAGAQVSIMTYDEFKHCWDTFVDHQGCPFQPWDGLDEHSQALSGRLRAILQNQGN
hIAP block – blocks human intestinal alkaline phosphatase | inhibition, % at 10 µM | hit rate 0.12% among 330,000 | purified IAP, CDP-Star luminescence, 30 min | P09923;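 active means inhibition reaching a set limit with compound at 10 µM in the primary screen, cut at about 35% in these data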;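 further: plate controls were DMSO wells with enzyme for no effect and no-enzyme buffer wells for full effect; values of inactives mirror those of a sister screen read the other way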
mIAP activ – mouse IAP activation; muIAP, CDP-Star luminescence, 30 min; stronger effect = higher value; 1 = vehicle-only enzyme signal, 0 = enzyme-free wells; activation factor at 10 µM; hit rate 0.24% among 330,000;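 active means activation factor of at least 2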; further: the source names both 10 and 20 µM as test concentration; values of inactives mirror those of a sister screen read the other way
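Assay system: mouse IAP enzyme; reagent: chemiluminescent substrate CDP-Star; dosing: test compounds delivered from DMSO solution; schedule: 30 min at room temperature; measured by: luminescence from enzymatic CDP-Star hydrolysis; controls: DMSO-only wells and no-enzyme negative control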
* hit, by the source's call; · = no result given. Not a hit list, and some 5% of all compounds hit somewhere here.

SMILES | NR3A LBD binder | mIAP block | APOBEC3G inh | beta cell repl | hIAP act | MPTP inh | A3A deaminase | hIAP block | mIAP activ
Cc1ccc(C(=O)N/C(=C\c2cccs2)C(=O)NCCc2c[nH]c3ccccc23)cc1C | -7 | -6 | -7 | -4 | 0.94 | 3.0 | -3 | 6 | 1.1
COc1ccc(NC(=O)[C@@H](NC(=O)c2ccccc2F)C(C)C)cc1S(=O)(=O)N1CCOCC1 | -4 | -4 | -1 | -3 | 1.1 | -0.3 | 1 | -10 | 1
Cc1cccc(OCC(=O)NCC(=O)n2nc(C)cc2C)c1 | 1 | -9 | -8 | 1 | 0.95 | -2.6 | -6 | 5 | 1.1
CCC(=O)c1ccc(O)c(OC)c1 | -1 | 5 | -6 | 2 | 1 | 0.1 | -1 | -3 | 0.95
Cc1ccc(C(=O)NC2CC3CCCC(C2)N3Cc2ccccc2)cc1 (centres undefined) | 3 | 11 | 2 | -4 | 1.3 | 0.8 | -3 | -31 | 0.89
COc1cc2c(cc1OC)-c1nncn1C(C)(C)C2 | 0 | 9 | 1 | -1 | 0.97 | -1.5 | 1 | 3 | 0.91
COc1ccc(/C(N)=N/OC(=O)CCCc2ccccc2)cc1OC | 2 | 5 | 2 | -1 | 0.93 | 0.4 | 2 | 8 | 0.95
Cc1ccc(N(C(=O)Cn2nnc(-c3ccc(F)cc3)n2)C(C(=O)NC(C)(C)C)c2ccncc2)cc1 (centres undefined) | 0 | 3 | -9 | -1 | 0.9 | 1.6 | -3 | 10 | 0.97
Cc1noc(C)c1CSCC(=O)Nc1nnc(CC(C)C)s1 | -1 | 1 | -5 | -2 | 1 | -0.4 | 0 | -2 | 0.99
COc1ccccc1N1CCN(C(=O)/C=C/c2ccco2)CC1 | -1 | -6 | -2 | -3 | 1.1 | 0.1 | 4 | -7 | 1.1

Following part
SMILES | NR3A LBD binder | mIAP block | APOBEC3G inh | beta cell repl | hIAP act | MPTP inh | A3A deaminase | hIAP block | mIAP activ
CC12CN(NC(=O)c3ccc(Cl)cc3)C3(C#N)CC1CCC23C (centres undefined) | -4 | -10 | -5 | -3 | 1.2 | 8.6 | -5 | -22 | 1.1
COc1ccc(S(=O)(=O)N2CCN(Cc3cc(OC)c(OC)cc3OC)CC2)cc1 | 1 | 3 | -7 | -1 | 1.1 | -0.3 | -5 | -6 | 0.97
CCCc1cc(=O)[nH]c(Nc2ccc(Cl)cc2)n1 | -1 | -6 | -3 | -1 | 1.1 | 28 | 4 | -6 | 1.1
CCN(CC(=O)NCCCN1CCOCC1)S(=O)(=O)c1ccc(Cl)cc1 | 1 | 4 | -5 | 0 | 0.99 | 0.1 | -3 | 1 | 0.96
COc1ccc(C2/C(=C(/O)c3ccc(Cl)cc3)C(=O)C(=O)N2CCN2CCOCC2)c(OC)c1 (centres undefined) | -1 | 0 | -9 | -1 | 0.99 | -2.0 | -7 | 1 | 1
COC(=O)c1cc(NC(=S)N2CCN(C(=O)C3CCCO3)CC2)cc(C(=O)OC)c1 (centres undefined) | 0 | -9 | -6 | 0 | 1 | -0.1 | -5 | 0 | 1.1
O=C(Nc1nccs1)c1ccc2c(c1)C(=O)N(Cc1cccnc1)C2=O | -1 | -5 | -7 | -3 | 1 | -1.0 | -3 | -2 | 1.1
Cc1ccc(Cn2ccc(-c3cnc(-c4ccccc4)s3)n2)cc1 | -11 | 5 | -4 | 0 | 1.1 | 1.9 | -3 | -9 | 0.95
COC(=O)[C@]1(C)N[C@H](CN(C)C(=O)Nc2ccc(C)cc2)[C@@H]2C(=O)N(Cc3ccccc3)C(=O)[C@@H]21 | 3 | 5 | -6 | 1 | 0.96 | -1.2 | -5 | 4 | 0.95
CCCCn1c(N)c(N(CCOC)C(=O)c2sc3cc(F)ccc3c2Cl)c(=O)[nH]c1=O | -1 | -2 | -10 | 0 | 1.1 | -0.3 | 4 | -14 | 1

The list continues:
SMILES | NR3A LBD binder | mIAP block | APOBEC3G inh | beta cell repl | hIAP act | MPTP inh | A3A deaminase | hIAP block | mIAP activ
COc1ccc(-n2nc3c(c2NC(=O)C(C)Cl)CSC3)cc1 (centres undefined) | -3 | -1 | 2 | -4 | 0.83 | -2.3 | 0 | 17 | 1
CC1(C)CC(=O)C=C(Nc2ccc([N+](=O)[O-])cc2)C1 | -1 | 3 | -5 | -2 | 1.2 | 0.2 | -8 | -19 | 0.97
NC1=NC(=Nc2cccc(Cl)c2)c2ccccc21 | 0 | 1 | 3 | -1 | 1.2 | 0.1 | 7 | -17 | 0.99
CCN1CCN(C(=O)CN(C)S(=O)(=O)c2ccc(Cl)cc2)CC1 | 2 | -1 | 1 | 1 | 0.93 | -1.5 | 2 | 7 | 1
NC(=O)c1c(NC(=O)c2c(F)cccc2F)sc2c1CCN(Cc1ccccc1)C2 | -9 | -51 | 5 | 5 | 1 | 2.3 | 2 | -3 | 1.5
Cc1nc(C(=O)NNC(=O)Nc2ccccc2)cs1 | 2 | 0 | -5 | -1 | 1.2 | 2.8 | -1 | -16 | 1
CC(=O)Nc1cc(NC(C)=O)cc(C(=O)NC(C)(C)C)c1 | -2 | -5 | 1 | 1 | 0.89 | -0.1 | 2 | 11 | 1.1
COc1ccccc1CN1C[C@@H]2C[C@@H](c3cccc(O)c3)N3CCC[C@@]23C1=O | 1 | -2 | -7 | 4 | 1.1 | 12 | 6 | -6 | 1
COCCNC(=O)c1ccc2c(c1)S(=O)(=O)c1cc(Cl)ccc1C2=O | 0 | 0 | -11 | -4 | 0.95 | 1.0 | -7 | 5 | 1
O=C(COC(=O)c1ccc[nH]c1=O)Nc1cc(S(=O)(=O)N2CCCCC2)ccc1Cl | 8 | 8 | -4 | -1 | 0.98 | 0.9 | 1 | 2 | 0.92

Continued.
SMILES | NR3A LBD binder | mIAP block | APOBEC3G inh | beta cell repl | hIAP act | MPTP inh | A3A deaminase | hIAP block | mIAP activ
COc1ccc(NC(=O)CSc2ncn[nH]2)c([N+](=O)[O-])c1 | 0 | 2 | 5 | -1 | 0.98 | 2.0 | -1 | 2 | 0.98
N#CC1=C(N)N2C(=C(C#N)C1c1ccccc1)Sc1ccccc12 (centres undefined) | · | -4 | -7 | -1 | 1.2 | · | -4 | -22 | 1
Cc1nonc1C1CCCN1C(=O)c1cc(COc2cccc(C(F)(F)F)c2)on1 (centres undefined) | -7 | -1 | 20 | -4 | 1 | -1.4 | 1 | -2 | 1
O=C(C(Cc1ccccc1)n1cccc1)N1CCc2ccccc21 (centres undefined) | 7 | -1 | -3 | -5 | 0.76 | 1.6 | -3 | 24 | 1
O=C(N/C(=C\c1ccc(Br)cc1)c1nc2ccccc2[nH]1)c1ccco1 | -5 | -5 | -2 | -1 | 0.9 | -6.3 | 0 | 10 | 1.1
COC(=O)c1cc(=O)[nH]c(SCc2cccc(C)c2)n1 | 1 | 7 | -10 | -4 | 0.94 | -1.5 | -5 | 6 | 0.93
O=C1CCC/C(=N/Nc2ccc(Cl)cc2)C1 | -24 | 8 | 13 | -6 | 0.89 | 0.0 | 1 | 11 | 0.92
Cn1c(=O)cc(SCC(=O)N2CCN(C3CCCCC3)CC2)c2ccccc21 | -4 | -12 | -7 | -2 | 0.99 | 1.1 | -5 | 1 | 1.1
O=C(O)c1ccccc1Sc1ncnc2sccc12 | 2 | -4 | -1 | -1 | 0.97 | 1.7 | 10 | 3 | 1
COc1ccc(C)cc1S(=O)(=O)n1cnc2ccccc21 | -2 | -4 | 2 | -2 | 1 | 0.2 | 4 | -1 | 1

Next part.
SMILES | NR3A LBD binder | mIAP block | APOBEC3G inh | beta cell repl | hIAP act | MPTP inh | A3A deaminase | hIAP block | mIAP activ
Cc1cc(-c2ccccc2)nc(N(C)C)c1S(C)(=O)=O | -3 | -7 | -1 | 2 | 1.1 | -2.7 | 1 | -6 | 1.1
Cc1cccc(C)c1NCc1nnc(SCC(=O)Nc2nc(-c3ccccc3)cs2)n1-c1ccccc1 | 6 | 2 | -6 | 0 | 1.2 | 3.0 | -1 | -15 | 0.98
CCN(CC)CCCN=C(N)N | -1 | -6 | 1 | 0 | 1 | · | -4 | 0 | 1.1
COc1ccc(C(=O)N/C(=C\c2cn(C)c3ccccc23)C(=O)NCCCn2ccnc2)cc1OC | 0 | 0 | -6 | 5 | 1.3 | 0.8 | -5 | -27 | 1
O=C(Nc1ccc2c(c1)OCCO2)c1ccc(Cl)c(S(=O)(=O)N2CCOCC2)c1 | 0 | 6 | -4 | -1 | 0.81 | -0.2 | 1 | 19 | 0.94
CN(C)c1ccc(NC(=O)CSc2nc3ccccc3c(=O)n2CC2CCCO2)cc1 (centres undefined) | 0 | 6 | -9 | -3 | 0.92 | -0.7 | -4 | 8 | 0.94
COC(=O)C1=C(C(=O)c2ccccc2)C(c2cccs2)n2nnnc2N1 (centres undefined) | 2 | -13 | -5 | -2 | 1.2 | -3.9 | 4 | -15 | 1.1
COCCNC(=O)CSc1nc2cc(OC)c(OC)cc2c(=O)n1CCc1ccc(S(N)(=O)=O)cc1 | 0 | 2 | -12 | -1 | 0.96 | -3.6 | -3 | 4 | 0.98
O=C(Nc1cccc(C(F)(F)F)c1)C1=CC=CN2CCS(=O)(=O)N=C12 | 4 | -5 | -2 | 6 | 0.95 | -0.1 | 0 | 5 | 1.1
COC(=O)Cc1c(C)c2ccc(O)c(CNCc3ccc(OC)c(OC)c3)c2oc1=O | -4 | -5 | 0 | 0 | 0.92 | 1.5 | -4 | 8 | 1

The list continues:
SMILES | NR3A LBD binder | mIAP block | APOBEC3G inh | beta cell repl | hIAP act | MPTP inh | A3A deaminase | hIAP block | mIAP activ
CSc1cc(CS(=O)(=O)c2ccccc2)nc(-c2ccccc2)n1 | 2 | 5 | -6 | 3 | 0.96 | -1.0 | 0 | 4 | 0.95
OC(COc1ccc(OCC(O)CN2CCCCC2)cc1)CN1CCCCC1 (centres undefined) | -1 | -12 | -3 | -1 | 1 | 0.1 | -4 | -1 | 1.1
CC(C)(C)C(=O)NC(=O)Nc1ccccc1C(F)(F)F | 0 | -7 | -5 | -1 | 1 | 1.7 | -3 | -4 | 1.1
O=C(NCCN1C(=O)S/C(=C\c2ccc(Cl)cc2Cl)C1=O)C1=COCCO1 | 1 | 3 | -10 | -6 | 1 | -1.0 | -1 | -5 | 0.97
COc1cc(C(=O)OCC(=O)N(CC(C)C)C2CCS(=O)(=O)C2)cc(OC)c1C (centres undefined) | 2 | -6 | 0 | -1 | 1.3 | 1.3 | 9 | -29 | 1.1
C[C@H](CO)N1C[C@H](C)[C@@H](CN(C)S(=O)(=O)c2ccccc2)Oc2c(NC(=O)NC3CCCCC3)cccc2C1=O | 1 | -4 | -9 | 3 | 0.9 | 1.3 | -1 | 10 | 1
CC(O)(C#CCN1CCCC1)c1ccccc1 (centres undefined) | 1 | -19 | 8 | -3 | 1.5 | -0.6 | -3 | -48 | 1.2
COc1ccc(NC(=O)O/N=C2/CCCc3ccc(OC)cc32)cc1 | -38 | -3 | -10 | -1 | 1 | -0.1 | -1 | 0 | 1
COC(=O)NC1CSCC1OC(=O)c1ccc(Br)cc1 (centres undefined) | -1 | 1 | 1 | -4 | 1 | 1.3 | 4 | -2 | 0.99
Cc1cc2cc(CNC(=S)Nc3ccc(OC(F)F)cc3)ccc2[nH]1 | 4 | -64 | -2 | -7 | 0.91 | 1.9 | -4 | 9 | 1.6
COc1ccc(NC(=O)c2cc(-c3ccco3)on2)cc1OC | -2 | 2 | -6 | 0 | 1.1 | 0.1 | -2 | -8 | 0.97

Just beta cell repl and mIAP activ, for some of the entries so far:
smiles	beta cell repl	mIAP activ
CC(O)(C#CCN1CCCC1)c1ccccc1 (centres undefined)	-3	1.2
CC(C)(C)C(=O)NC(=O)Nc1ccccc1C(F)(F)F	-1	1.1
